Assay outcomes from PubChem.
Casp6 inh – human caspase-6 inhibitors, primary screen, biochemical, VEID-R110 fluorescence, single point, set 2 | AID 686996, 2013 | 350,000 compounds, 0.53% hits | purified caspase-6, Z-VEID-R110 cleavage fluorescence | inhibition, % at 12.5 µM | P55212;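 active means mean inhibition across replicates at least about 35%, with every replicate also reaching that limit, limit read from the data; inconclusive means only one of the two criteria met; inactive means neither criterion met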;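 further: 0% = median of neutral control wells and 100% = no fluorescence left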
Target sequence (P55212 24-179 limits assumed): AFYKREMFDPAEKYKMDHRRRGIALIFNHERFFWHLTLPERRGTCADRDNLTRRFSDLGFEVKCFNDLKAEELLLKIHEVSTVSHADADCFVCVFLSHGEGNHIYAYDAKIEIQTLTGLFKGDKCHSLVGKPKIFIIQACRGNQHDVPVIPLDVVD
Target sequence (P55212 194-293 limits assumed): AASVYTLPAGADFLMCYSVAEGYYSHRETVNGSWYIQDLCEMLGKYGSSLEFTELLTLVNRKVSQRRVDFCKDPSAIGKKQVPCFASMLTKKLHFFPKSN
SIRT5 inh – SIRT5 desuccinylase inhibitors, primary screen, biochemical, fluorescence imaging, single point, set 5 | 330,000 compounds, 1.1% hits | AID 652115, 2013 | Purified SirT5, succinyl-peptide AMC, trypsin-coupled fluorescence | inhibition, % at 15 µM; in the data active means inhibition above about 15%; inconclusive means no clear call, values can overlap the other calls
Target sequence (Q9NXA8 whole entry, looked up): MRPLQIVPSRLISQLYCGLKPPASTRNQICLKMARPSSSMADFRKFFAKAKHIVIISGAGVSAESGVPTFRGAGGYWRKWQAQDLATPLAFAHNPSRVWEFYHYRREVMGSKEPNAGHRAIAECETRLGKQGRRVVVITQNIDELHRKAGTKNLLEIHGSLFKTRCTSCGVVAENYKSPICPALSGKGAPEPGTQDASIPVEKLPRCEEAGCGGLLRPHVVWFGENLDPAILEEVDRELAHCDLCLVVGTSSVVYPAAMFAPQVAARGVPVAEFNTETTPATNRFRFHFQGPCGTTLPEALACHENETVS
ERAP1 HTS inh – human ERAP1 aminopeptidase inhibitors, primary screen, biochemical, single point, plate reader. inhibition, % at 10.7 µM. Endoplasmic reticulum aminopeptidase 1 (Homo sapiens), Q9NZ08. 340,000 compounds, 0.15% hits. recombinant ERAP1, Leu-AMC fluorescence, 60 min;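 active means mean replicate inhibition of at least 30%, or all replicates individually reaching that 30% level; inactive means mean below 30% and not every replicate reaching it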;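 further: 0% = neutral control wells and 100% = L-leucinethiol positive control wells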
DENV2 CPE rescue – inhibitors of DENV2 cytopathic effect, primary screen, cell-based, plate reader, single concentration. DENV2-infected cells, cytopathic effect rescue. 350,000 compounds, 1.7% hits. AID 651640, 2012. CPE inhibition, % at 9.99 µM; in the data active means CPE inhibition above about 20%, passing the limit was not always enough; inconclusive means no clear call, values can overlap the other calls; tested in BHK-21 cells;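 further: 0% = median of neutral control wells and 100% = median of positive control wells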
miR122 inh – miR-122 Renilla sensor signal increase in Huh7, primary screen, miR-122 inhibitor project, cell-based, single point, plate reader. Huh7 miR-122 Renilla luciferase sensor, 48 h; neutral wells = 0, positive control = 100. activation (reporter increase), % at 12.5 µM. 340,000 compounds, 0.3% hits. AID 602342, 2012;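 active means mean replicate activation score at least 90 and every replicate individually at or above 90; inconclusive means only one of the two criteria met; inactive means neither criterion met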;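 further: higher luciferase means less miR-122 activity so hits act as miR-122 inhibitors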
F508del corr – F508del CFTR correction, initial screen, CFBE line, single point; 350,000 compounds, 0.36% hits; CFBE cells, YFP halide quenching; stimulated with forskolin plus potentiator P3; % fluorescence drop versus neutral controls; activity (quench increase), % at 7.58 µM; AID 720511, 2013;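 active means mean added fluorescence quench of at least 8% versus neutral control, with both replicates also reaching 8%; inconclusive means only one of the mean or replicate conditions met; inactive means mean below 8% and not both replicates reaching 8%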;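 further: cells transiently co-express mutant CFTR-F508del with the halide-sensitive YFP; corrector assay measuring rescue of mutant channel to the surface after 24 h compound exposure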
ERp5 block – inhibitors of ERp5-driven insulin aggregation, primary screen, biochemical, turbidity, absorbance 650 nm, single point. inhibition, % at 9.99 µM. 90 min. 350,000 compounds, 0.05% hits. Protein disulfide-isomerase A6 (Homo sapiens), Q15084;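 active means mean replicate inhibition above about 25%, with every replicate also reaching it, limit read from the data, passing the limit was not always enough; inconclusive means only one of those two criteria met; inactive means neither criterion met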
Starred values were filed as active, the others as inactive; ? = inconclusive; nt = not tested or not shown; & = joins results of further samples; [ ] = dose if it differs, or a comment.

SIRT5 inh	ERAP1 HTS inh	miR122 inh	Casp6 inh	ERp5 block	F508del corr	DENV2 CPE rescue	Compound
-1.1	-3.5	7.3	4.0	1.9	-4.3	11.4	O=C(COc1ccccc1Br)NC(=O)NC1CCCC1
-1.2	-5.6	nt	3.0	-6.9	-3.1	-4.0	CCCC(CCC(=O)Nc1ccn(-c2ccccc2)n1)C(=O)O (stereo not given)
-3.5	1.7	-8.2	-2.3	-4.1	0.7	-1.4	CCNc1c([N+](=O)[O-])c(=O)n(CC)c2ccccc12
3.1	-3.6	nt	3.1	-5.0	1.4	4.2	CO[C@@H](CN(C)S(=O)(=O)c1ccc(F)cc1)[C@@H](C)CN(C(=O)Nc1ccccc1F)[C@H](C)CO
-0.9	3.6	5.5[16.7 µM]	-1.4	2.8	-2.0	-2.8	COc1ccc(CN(C)C[C@H]2OCCCC[C@H](C)Oc3ccc(NC(=O)CCC(F)(F)F)cc3C(=O)N([C@@H](C)CO)C[C@H]2C)cc1
-0.2	4.9	2.4	-2.1	-0.4	2.4	18.5	CON(C)S(=O)(=O)c1cccc(C(=O)Nc2ccc(S(=O)(=O)NC3=NCCCCC3)cc2)c1
nt	-0.7	-0.5	2.0	0.3	0.7	-2.3	Cc1ccccc1NC(=O)COC(=O)c1ccc(C)c(S(=O)(=O)N2CCCCC2)c1
-5.1	-2.6	nt	nt	8.7	-0.1	5.9	Cc1ccc(N(CC(=O)NCC2CCCO2)C(=O)CCC(=O)Nc2ccccn2)cc1 (stereo not given)
3.1	0.9	4.6[16.7 µM]	-3.8	5.3	-1.1	26.3*	O=C(C[C@@H]1C[C@H]2c3cc(NC(=O)C4CCC4)ccc3O[C@H]2[C@H](CO)O1)NCCN1CCCCC1
6.0&-3.4	5.5	nt	0.5&4.7	-1.3&2.4	-0.4&0.8	-10.0&0.7	COCC(=O)N[C@H]1CC[C@@H](CC(=O)NCc2ccccc2OC)O[C@@H]1CO
-2.5	1.7	-5.7	-0.1	3.1	0.0	0.0	O=C(Nc1ccc(COc2ccccc2)cc1)Oc1ccccc1N1CCOCC1
-1.7	0.8	nt	6.8	nt	1.4	-2.0	CCc1ccc(-c2cn3nc(-c4ccccc4)cnc3n2)cc1
0.5	0.2	-4.6	8.1	2.7	-3.3	-2.1	CC(C(=O)NCc1ccccc1Cl)n1cc([N+](=O)[O-])cn1 (stereo not given)
-11.1	2.1	4.1[16.7 µM]	1.3	-4.5	-4.1	-11.9	Cc1noc(C)c1S(=O)(=O)Nc1ccc2c(c1)C(=O)N([C@H](C)CO)C[C@H](C)[C@H](CN(C)S(=O)(=O)c1cn(C)cn1)OCCCC[C@H](C)O2
5.9	-0.3	nt	0.2	-1.9	4.1	-10.3	O=C(C[C@@H]1C=C[C@@H](NS(=O)(=O)c2ccccc2)[C@H](CO)O1)NCCN1CCCCC1
-2.3	5.2	3.2	4.1	3.0	-5.2	5.1	COc1cc(CN2CCN(C(=O)c3cccc4ccccc34)CC2)cc(OC)c1O
4.9	-1.2	-19.1[16.7 µM]	-0.6	-1.1	2.4	-0.3	Cc1ccccc1-c1ccc2c(c1)O[C@@H](CN(C)C(=O)Nc1ccc(C(F)(F)F)cc1)[C@@H](C)CN([C@H](C)CO)S2(=O)=O
nt	2.0	-2.6	2.7	-0.2	0.2	-2.9	O=C1CCN(Cc2ccccc2)CCN1[C@H](CSc1ccccc1)Cc1ccccc1
2.2	0.0	31.6	-2.9	4.6	0.6	-3.0	CCOC(=O)N1CCN(C(=O)CCc2ccc(S(=O)(=O)NCCc3ccccc3)cc2)CC1
3.0	-0.7	nt	8.6	2.4	1.0	3.8	Cc1c(C(c2ccc(N(C)C)cc2)c2c(C)n(C)n(-c3ccccc3)c2=O)c(=O)n(-c2ccccc2)n1C
-3.2	-3.3	nt	5.8	0.1	2.3	-6.7	O=C(c1cccs1)N1CCCC(c2nc3c(nnn3Cc3cccc(Cl)c3)c(=O)[nH]2)C1 (stereo not given)
3.2	2.4	1.2[16.7 µM]	-0.1	-8.7	-4.2	1.3	C[C@H](CO)N1C[C@H](C)[C@@H](CN(C)Cc2ccc(Cl)c(Cl)c2)Oc2ccc(NS(=O)(=O)c3ccc(F)cc3)cc2C1=O
-2.9	-4.0	nt	4.6	-4.5	0.3	-4.4	CCN(CC(=O)Nc1ccc(NC(C)=O)cc1)C(=O)c1cccc(S(=O)(=O)N2CCCC2)c1
1.6	0.2	16.1[16.7 µM]	0.0	-1.1	0.0	-5.1	CN1C(=O)c2cc(NC(=O)C3CCCCC3)ccc2OC[C@@H]2O[C@H](CC(=O)NCCc3ccncc3)CC[C@@H]21
-1.5	1.4	10.9	nt	3.2	-3.6	-3.9	CCOC(=O)c1c(-c2ccc(C)o2)csc1NC(=O)CN1CCCCC1
1.3	0.1	nt	-1.5	-0.7	-3.1	-16.9	Oc1ccc(C[C@H]2CN([C@@H](Cc3ccccc3)CN3CCCC3CN3C(=S)NC[C@@H]3Cc3ccccc3)C(=S)N2CC2CCCCC2)cc1 (stereo not given in full)
-3.6	-0.5	nt	2.4	3.8	1.1	-0.3	CN(CC(=O)Nc1ccccc1Br)C(=O)c1cccc(S(=O)(=O)N2CCc3ccccc32)c1
-0.2	2.4	-9.9	-1.2	-3.2	-0.4	-4.5	O=C(N1CCOCC1)N1CCN(c2ccccc2F)CC1
-0.5	2.7	nt	-4.4	-5.0	2.1	8.4	CO[C@@H]1CN(C)C(=O)c2ccc(NC(=O)C3CCOCC3)cc2OC[C@H](C)N(CC2CC2)C[C@@H]1C
-0.3	1.9	-0.1	-2.6	8.0	2.6	-2.6	N=c1c(S(=O)(=O)c2ccc(Cl)cc2)cc2c(=O)n3ccccc3nc2n1C1CCCC1
-2.7	0.9	-1.7[16.7 µM]	-2.9	5.0	-4.6	0.4	C[C@@H]1CN([C@H](C)CO)C(=O)c2cc(N(C)C)ccc2O[C@H]1CN(C)C
-4.2	nt	4.9	0.1	5.1	0.0	-2.9	O=C1NCCCCC1NS(=O)(=O)c1ccc(F)c(F)c1 (stereo not given)
-1.0	0.0	-5.9	0.1	-0.7	0.1	?	O=[N+]([O-])c1ccc(S(=O)(=O)NNC(=S)NCCc2ccccc2)cc1
0.5	nt	nt	-2.4	2.6	0.7	3.5	CC(C)n1nnnc1C1c2ccccc2C(=O)N1CCc1ccccc1F (stereo not given)
-4.7	-3.3	-5.4	1.4	-3.4	1.3	12.1	COc1ccccc1C(=O)NC(=O)COC(=O)Cc1ccccc1[N+](=O)[O-]
-1.5	3.7	-9.7	-1.3	14.1	-1.8	-4.8	COc1ccc(-c2noc(N3CCC(C(=O)Nc4cc(OC)ccc4OC)CC3)n2)cc1
-0.6	0.4	46.4	2.7	3.9	0.6	12.9	Cc1cc(-c2ccc(C)c(S(=O)(=O)NCCCN(Cc3ccccc3)C(C)C)c2)on1
-4.7	0.0	nt	-1.7	-3.1	2.6	4.8	Cc1cc(N2CCCCC2)nc2c(C)cccc12
-2.7	-0.8	-5.5[16.7 µM]	-1.8	-4.9	1.8	9.1	C[C@H](CO)N1C[C@H](C)[C@@H](CN(C)Cc2cccnc2)Oc2cc(-c3cncnc3)ccc2S1(=O)=O
-4.7	-0.6	nt	1.6	-0.6	nt	-7.3	CNC(=S)NCc1ccc(OC)cc1
-2.9	-0.6	9.3	-0.5	-0.6	1.5	-1.1	CC(c1ccccc1)N1CC(C(=O)N2CCN(c3ccccc3)CC2)CC1=O (stereo not given)
-0.2	-0.9	0.5	-2.8	11.8	2.3	nt	CCN(CC)C(=O)CN1CCN(c2ncccn2)CC1
-5.1	4.9	2.7	6.3	3.9	1.3	9.6	COc1ccccc1C(C)NCC(=O)NC(=O)NCc1ccco1 (stereo not given)
-2.1	1.1	nt	-3.3	2.8	0.2	1.6	Clc1ccc(CNCC2CCCO2)cc1 (stereo not given)
0.8	-1.5	nt	0.5	-3.5	1.4	4.8	COc1cccc(C(=O)N[C@@H](CCSC)c2nc3ccccc3[nH]2)c1
9.9	-4.2	-2.4	2.4	-2.0	0.1	9.1	COc1ccc(-c2nn(CCC#N)cc2C(=O)Nc2cccc(C(=O)O)c2)cc1[N+](=O)[O-]
-1.2	-0.4	-6.8	0.7	2.9	8.8*	-0.7	Cc1cccc(NC(=O)CN2CCN(C(=O)CN3C(=O)NC4(CC(C)CC(C)(C)C4)C3=O)CC2)c1C (stereo not given)
-2.2	-3.2	nt	-1.2	10.5	-1.2	-1.1	O=S(=O)(N[C@@H]1CC[C@H](CCn2cc(-c3cccc(F)c3)nn2)O[C@H]1CO)c1ccccc1
-1.5	-4.4	-1.6	-2.7	3.1	0.3	1.2	CNC(=O)c1ccc(Oc2ccc(C(=O)NC)cc2)cc1
-1.7	2.9	-3.9[16.7 µM]	-0.7	9.2	2.7	?	CC(C)NC(=O)Nc1ccc2c(c1)C(=O)N([C@@H](C)CO)C[C@H](C)[C@H](CN(C)CC1CCCCC1)OCCCC[C@H](C)O2
3.9	-0.4	5.4	-3.2	-5.9	2.9	1.2	CSCCCNC(=O)c1ccc(OC2CCN(CCc3ccccc3)CC2)cc1
nt	-0.1	7.5[16.7 µM]	1.5	4.0	-2.5	0.9	C[C@H]1CN([C@@H](C)CO)C(=O)Cc2cc(NC(=O)Nc3ccccc3)ccc2O[C@H]1CN(C)C(=O)Nc1ccccc1
-4.5	1.8	-3.6	0.6	2.9	0.3	6.5	Cc1cc(OCC(=O)NNC(=S)NCC2CCCO2)cc(C)c1Cl (stereo not given)
5.3	-4.5	-7.0[16.7 µM]	1.9	-6.9	1.2	-8.8	C[C@H](CO)N1C[C@H](C)[C@@H](CN(C)Cc2ccc(C(F)(F)F)cc2)OCCCC[C@H](C)Oc2ccc(NC(=O)Nc3ccc4c(c3)OCO4)cc2C1=O
-0.3	-4.7	nt	4.3	-0.8	0.1	nt	CN(C)C(=O)c1cccc(-c2csc(N3CCC(C(N)=O)CC3)n2)c1
